Screening data (PubChem)
IkB signaling: suppresses IkB signaling in ABC-DLBCL reporter cells. Potency, µM (doses to about 57.1 µM), for the others: at the highest dose IkBa stabilization activation. ABC-DLBCL IkBa-CBG/CBR dual luciferase ratio, 4 h; response scale: scaled: untreated 0%, proteasome inhibitor 100%. AID 445. 0.04% of 110,000 active; active = well fitted curve in the direction sought with a large enough effect in the signal ratio, not every such curve was filed as active; inconclusive = small, poorly fitted or top-dose-only effect, or a change in a side signal; the % refers to the signal ratio;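 note: the direction sought is a rising ratio; 0% = basal untreated cells and 100% = reference inhibitor full response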
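Luminescence ratio of IκBα-fused green versus native red beetle luciferase in OCI-Ly3 cells, 4 h post-doxycycline with compound; red signal alone, scaled from basal (0%) to zero light (-100%), flagged nonspecific or cytotoxic effects.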
p53ts 39C tox: kills p53ts cells at the nonpermissive temperature | H1299-p53A138V viability at 39C, ATP luminescence, 24 h | Potency, µM (highest dose often 46.1 µM), without a hit: top-dose activity change, negative = cell killing, usual class: cytotoxic | 1.5% of 130,000 active | AID 902; note: nearly all actives have a fitted effect of over 55% in size
p53ts 32C tox: cytotoxicity in p53ts cells at permissive temperature; H1299-p53A138V at 32C, ATP luminescence viability, 24 h; Potency, µM (titrated, usually from 46.1 µM), for inactives: top-dose activity change, negative = cytotoxicity, hits mostly cytotoxic; 0.93% of 130,000 active; AID 924;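 note: 0% = DMSO and -100% = full killing by reference compound; nearly all actives have a fitted effect of over 55% in size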
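Cells: H1299 p53ts (A138V), 600/well, pre-incubated 16–30 h at 37C. Cpd up to 46 uM, 24 h, 32C. Readout: ATPlite luminescence, 20 min RT. Normalization: DMSO vs tamoxifen 100 uM. AC50 by Hill equation.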
Imprint erasure: inducers of genomic imprint erasure in mouse ES cells; Potency, µM (highest dose often 60.7 µM), without a hit: top-dose activity change, positive = activation, most hits filed as activators; mouse ES Peg3-LacZ reporter, beta-gal luminescence, 40 h; AID 1948; 0.02% of 110,000 active;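 note: 0% = negative control wells on the plate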
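Gelatin-coated wells received 300 freshly trypsinized female ES cells with a Peg3LacZ-Neo reporter on the maternal allele, then incubated 40 hours at 37C. BetaGlo was added for 5 minutes at room temperature before a single luminescence read.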
* marks the source's active call; other numbers are inactive results; i = inactive; ? = inconclusive; · = no result given; & = joins results of further samples; [ ] = another dose, or the depositor's remark. Unless noted, calls come from the whole dose curve; as a rule, active = well fitted curve in the direction sought with a large enough effect; inconclusive = small, poorly fitted or top-dose-only effect, or another doubt; inactive = no such curve, though single readings can be large; an effect the other way counts as inactive or inconclusive. Unless noted, % is set by controls: 0 for no effect and ±100 for the full control effect; potency is the fitted concentration of half-maximal effect.

Start of the data: the first 6 compounds (preview)
SMILES	IkB signaling	p53ts 39C tox	p53ts 32C tox	Imprint erasure
COc1ccccc1C(=O)Nc1ccc2c(c1)nc(CN1CCN(C(C)=O)CC1)n2C	3.4%	9%	20%	-24%
Nc1cc(=O)nc(SCC(=O)Nc2ccccc2)n1CCc1ccccc1	-0.2%	35%[activator]	-9%	3%[10.9 µM]
CCOC(=O)c1cc(-c2ccc(F)cc2)n(CC(=O)NCc2ccc(OC)cc2)c1C	-1.4%	13%	-6%	-11%[10.9 µM]
CCOC(=O)C1=NN(c2ccc(Cl)cc2)C(c2ccccc2)CC1=O (stereo not drawn)	·	20%	8%	·
CCCN(CCC)C(=O)C1CCN(c2cc(C)nc3c(-c4ccc(OC)c(OC)c4)c(C)nn23)CC1	-1.0%	-1%	2%	-6%
O=C(CCS(=O)(=O)c1ccc(Br)s1)Nc1c(F)cccc1F	3.7%	20%	1%	10%[10.9 µM]

The listing, previewed entries included:
SMILES	IkB signaling	p53ts 39C tox	p53ts 32C tox	Imprint erasure
COc1ccccc1C(=O)Nc1ccc2c(c1)nc(CN1CCN(C(C)=O)CC1)n2C	3.4%	9%	20%	-24%
Nc1cc(=O)nc(SCC(=O)Nc2ccccc2)n1CCc1ccccc1	-0.2%	35%[activator]	-9%	3%[10.9 µM]
CCOC(=O)c1cc(-c2ccc(F)cc2)n(CC(=O)NCc2ccc(OC)cc2)c1C	-1.4%	13%	-6%	-11%[10.9 µM]
CCOC(=O)C1=NN(c2ccc(Cl)cc2)C(c2ccccc2)CC1=O (stereo not drawn)	·	20%	8%	·
CCCN(CCC)C(=O)C1CCN(c2cc(C)nc3c(-c4ccc(OC)c(OC)c4)c(C)nn23)CC1	-1.0%	-1%	2%	-6%
O=C(CCS(=O)(=O)c1ccc(Br)s1)Nc1c(F)cccc1F	3.7%	20%	1%	10%[10.9 µM]
COC(=O)c1ccc(Cl)cc1NC(=O)NCCc1c(C)nn(C)c1C	?	-27%	-12%	-3%[10.9 µM]
Cc1nc(SCc2nc3ccccc3[nH]2)c2oc3ccccc3c2n1	?	5%	-1%	-18%
CCOC(=O)c1c(NC(=O)CC)sc(C(C)=O)c1C	-1.0%	3%	8%	-9%
COc1nc(C)nc2c1ccc1ccccc12	·	7%	-10%	·
COCCn1c(SCC(=O)NCc2ccco2)nnc1C(C)C	·	24%	6%	·
COCCCNc1oc(-c2ccccc2OC)nc1C#N	-1.6%	1%	-1%	-11%
O=C(COc1cccc(NC(=O)c2ccco2)c1)c1ccc(F)cc1	5.6%	?	?	-31%[inhibitor]
Cn1c2ccccc2c2cnn(CC(=O)Nc3ccccc3C(F)(F)F)c(=O)c21	1.4%	-7%	3%	-10%[10.9 µM]
COCCCNC(=O)C(C)n1c2ccccc2c2cnn(C)c(=O)c21 (stereo not drawn)	0.0%	-17%	9%	-2%[10.9 µM]
COc1ccc(Cl)c(Cn2c(NCc3ccccn3)nc3c2c(=O)n(C)c(=O)n3C)c1	3.3%	0%	-1%	-17%
Cc1cc(C(=O)N(C)Cc2ccc(Br)cc2)no1	0.6%	-9%	4%	-10%
CC(=O)N1c2ccc(S(=O)(=O)NCC3CCC(C(=O)Nc4cc(C)ccc4C)CC3)cc2CC1C (stereo not drawn)	?	-4%	-7%	-20%[10.9 µM]
NC1(C(=O)O)CC1	-0.2%	15%&13%	-5%&-4%	-9%&1%
CS(=O)(=O)Nc1cccc(-c2nc(NC3CC3)c3ccccc3n2)c1	-4.6%[11.4 µM]	-6%	8%	?
O=C(CN1CCN(S(=O)(=O)c2ccc(Br)cc2)CC1)Nc1ccc2c(c1)OCO2	·	1%	6%	·
Cc1ccc(-c2csc(/C(C#N)=C(\O)CN3CCN(C(=O)c4ccco4)CC3)n2)cc1	0.4%	-3%	6%	-10%
CCOC(=O)c1ccccc1NC(=O)CSc1ccc(-c2sc(-c3ccccc3)nc2C)nn1	i	-10%	7%	-21%[10.9 µM]
CC(=O)c1[nH]c(C)c(C(=O)NCc2ccc(Cl)cc2)c1C	0.4%	0%	9%	-15%[10.9 µM]
O=C(c1cccc(Cl)c1)N1CCN(c2ccccn2)CC1	-3.3%	16%	10%	-4%
O=C(COC(=O)c1ccccc1Nc1ccccc1)NCc1ccco1	-0.2%	-10%	1%	-16%
C=CCn1c(SCC(=O)NCCOC)nc2scc(-c3ccco3)c2c1=O	?	40%[activator]	1%	-14%
CCc1ccccc1NS(=O)(=O)c1ccc2[nH]cc(C(=O)NCc3ccco3)c(=O)c2c1	?	?	-25%	-10%
CCOc1ccc(Nc2c(S(=O)(=O)c3ccc(Cl)cc3)cnc3ccc(OCC)cc23)cc1	-3.6%	-17%	11%	-7%[10.9 µM]
CC1=C(C(=O)Nc2ccc(F)cc2F)C2(CCN(C(C)C)CC2)OC1=O	3.2%	-15%	-3%	5%[10.9 µM]
COc1ccc(-c2nnc3ccc(SCC(=O)N4CCCCC4)nn23)cc1OC	-0.8%	21%	5%	13%
COc1ccc(OC)c(NC(=O)CCc2nc(-c3ccc(C)cc3)no2)c1	4.3%	-16%	2%	6%[10.9 µM]
Cc1ccc(-c2nc3ncccc3o2)cc1NC(=O)c1ccc(-c2cccc(Cl)c2C)o1	3.5%	17%	11%	-8%[10.9 µM]
CC(=O)c1ccc(C(=O)Nc2ccc(N3CCOCC3)cc2)cc1	-0.2%	3%	-9%	-1%
O=C(C1Cc2ccccc2CN1S(=O)(=O)c1ccc(F)cc1)N1CCCCC1 (stereo not drawn)	1.3%	5%	8%	-2%
CCN1CCN(C(=O)Nc2ccccc2OC)CC1	·	30%	-10%	·
CCOC(=O)c1sc(C(=O)OCC)c(OCCO)c1OCCO	-0.3%	9%	15%	-7%
COc1ccc(-n2c(=O)c3c4c(sc3n(CC(=O)C(C)(C)C)c2=O)CCCC4)c(OC)c1	0.7%	-9%	27%	-1%[10.9 µM]
CC(C)(C)SCCNC(=O)COc1ccc(Cl)cc1	-2.7%	7%	3%	-9%
Cc1noc(/C=C/N(C)C)c1S(=O)(=O)N1CCCC(C(=O)Nc2ccc3c(c2)OCO3)C1 (stereo not drawn)	?	2%	5%	5%
COc1ccc(Cl)cc1NC(=O)C1CCCN(S(=O)(=O)c2ccc3c(c2)CCCC(=O)N3)C1 (stereo not drawn)	?	-13%	4%	10%[10.9 µM]
Cc1ccccc1Cc1c(C)nc2nc(SCC(=O)N(C)c3ccccc3)nn2c1C	?	-27%	8%	-12%[10.9 µM]
COc1ccc(NC(=O)CN2C(=O)C(c3ccccc3)=NC23CCC(C)CC3)cc1Cl (stereo not drawn)	?	-27%	10%	8%[10.9 µM]
CC(C)(C)NC(=O)C1CN(S(=O)(=O)c2ccccc2)CCN1S(=O)(=O)c1ccccc1 (stereo not drawn)	2.3%	3%	23%	-11%
COc1ccc(/C=C/C(=O)Nc2ccc3nc4c(c(Nc5ccccc5OC)c3c2)CCCC4)cc1	?	-7%	-8%	-35%[inhibitor][10.9 µM]

Seven entries already listed, ordered by SMILES length, lowest first.
SMILES	IkB signaling	p53ts 39C tox	p53ts 32C tox	Imprint erasure
CCOC(=O)c1sc(C(=O)OCC)c(OCCO)c1OCCO	-0.3%	9%	15%	-7%
COc1ccc(-c2nnc3ccc(SCC(=O)N4CCCCC4)nn23)cc1OC	-0.8%	21%	5%	13%
O=C(C1Cc2ccccc2CN1S(=O)(=O)c1ccc(F)cc1)N1CCCCC1 (stereo not drawn)	1.3%	5%	8%	-2%
Cc1ccccc1Cc1c(C)nc2nc(SCC(=O)N(C)c3ccccc3)nn2c1C	?	-27%	8%	-12%[10.9 µM]
Cc1ccc(-c2nc3ncccc3o2)cc1NC(=O)c1ccc(-c2cccc(Cl)c2C)o1	3.5%	17%	11%	-8%[10.9 µM]
COc1ccc(/C=C/C(=O)Nc2ccc3nc4c(c(Nc5ccccc5OC)c3c2)CCCC4)cc1	?	-7%	-8%	-35%[inhibitor][10.9 µM]
Cc1noc(/C=C/N(C)C)c1S(=O)(=O)N1CCCC(C(=O)Nc2ccc3c(c2)OCO3)C1 (stereo not drawn)	?	2%	5%	5%

Single entries from the list.
Under p53ts 32C tox, `CC(C)(C)SCCNC(=O)COc1ccc(Cl)cc1` has the entry 3%
Under p53ts 39C tox, `O=C(C1Cc2ccccc2CN1S(=O)(=O)c1ccc(F)cc1)N1CCCCC1` (stereo not drawn) has the entry 5%
Under p53ts 39C tox, `CCN1CCN(C(=O)Nc2ccccc2OC)CC1` has the entry 30%

Continuation:
SMILES	IkB signaling	p53ts 39C tox	p53ts 32C tox	Imprint erasure
O=C(NCc1ccc2c(c1)CCN2C(=O)c1ccc(Cl)cc1)c1cccc(F)c1	?	-18%	4%	-7%[10.9 µM]
Cc1ccc(OCc2cc(=O)n3c4c(sc3n2)CCCC4)c(C)c1	0.8%	17%	-5%	-13%[10.9 µM]
O=C1C(c2ccncc2)N(CCC2=CCCCC2)C(=O)CN1C1CCCCC1 (stereo not drawn)	2.4%	-3%	0%	-13%
Cc1ccc(NC(=O)CN2C(=O)CCc3cc(S(=O)(=O)N4CCCCC4)ccc32)cc1N(C)C	-0.1%	-6%	16%	-10%[10.9 µM]
O=C(NCc1ccccc1Cl)C1CCC(CNS(=O)(=O)c2ccc(Br)s2)CC1 (stereo not drawn)	0.0%	13µM*	?	-13%[10.9 µM]
Cc1cc(NC(=O)C2CC(c3ccc(F)cc3)=NO2)no1 (stereo not drawn)	-2.6%	-16%	7%	6%
CCN(CC)C(=O)c1ccc(S(=O)(=O)N2CCC(c3nc4ccccc4s3)CC2)cc1	·	-1%	4%	·
COC(=O)CC1Oc2cc3oc4c(c3cc2O1)C(=O)CC(C)(C)C4 (stereo not drawn)	·	-25%	-26%	-73%[inhibitor]
CC(C)c1ccc(-c2noc(SCC(=O)N(C)c3ccc(F)cc3)n2)cc1	4.2%	-17%	1%	-17%[10.9 µM]
Cc1cc(NC(=O)CCCn2c(C)c3cnn(-c4ccccc4)c(=O)c3c2C)ccc1Br	?	-7%	4%	-12%[10.9 µM]
CCCSC1=C(C#N)C(c2ccccc2OCC)CC(=O)N1 (stereo not drawn)	0.2%	1%	9%	3%
O=C(CCn1c(=O)c2ccccc2n(Cc2ccc(F)cc2Cl)c1=O)NCc1ccc2c(c1)OCO2	-3.7%	5%	2%	-6%[10.9 µM]
O=C(O)C1CC1c1ccc(Br)cc1 (stereo not drawn)	0.6%	-14%	5%	-11%
Cc1cc(C)c(S(=O)(=O)N2CCCCC2)c(C)c1-n1ncnn1	1.3%	7%	-3%	0%
O=S(=O)(c1ccc2c(c1)OCCO2)N1CCN(c2cccc(Cl)c2)CC1	9.8%	2%	8%	-16%
CCCN(C(=O)c1cc2c(s1)-c1ccccc1OC2)c1ccccc1F	?	-11%	17%	-19%[10.9 µM]
O=C(Nc1ccc(Cn2nnc3ccccc32)cc1)c1ccco1	-0.9%	?	?	-9%
Cc1nc(C)c(-c2ccc(SCC(=O)Nc3cccc(C)c3C)nn2)s1	?	?	10%	23%[10.9 µM]
O=C(O)c1cccc(S(=O)(=O)N2Cc3ccccc3C2)c1	0.7%	1%	1%	-1%
